Source: PubChem BioAssay
Scp-1 inhibitor – Scp-1 phosphatase inhibitors, primary screen, biochemical, colorimetric, uHTS. Carboxy-terminal domain RNA polymerase II polypeptide A small phosphatase 1 (Homo …. Recombinant Scp1, phosphopeptide, malachite green phosphate absorbance. inhibition, % at 20 µM. 340,000 compounds, 0.88% hits;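 active means inhibition above about 50% at 20 µM, limit read from the data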;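 further: plate controls were DMSO wells with enzyme for no effect and wells lacking enzyme for full effect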
Target sequence (Q9GZU7 76-261 limits assumed): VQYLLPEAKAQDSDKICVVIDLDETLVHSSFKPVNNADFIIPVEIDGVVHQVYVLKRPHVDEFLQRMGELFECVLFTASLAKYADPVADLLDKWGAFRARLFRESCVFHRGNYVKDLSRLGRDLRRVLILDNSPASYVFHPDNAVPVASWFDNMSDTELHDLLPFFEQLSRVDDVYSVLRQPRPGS
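System: truncated SCP-1 phosphatase (76-261aa); medium: Tris acetate buffer pH 5.5 with MgCl2 and Tween-20; incubation: 45 min room-temperature reaction, 5 min colour, 30 min stabiliser; compound: single 20 µM dose, 1% DMSO; reagent: Phosphorylated 17-residue peptide substrate; read-out: % inhibition at 20 µM; technique: colorimetric free-phosphate detection, absorbance 630 nm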
Tb MetRS inh – T. brucei MetRS inhibitors, primary screen, biochemical, luminescence; AID 624268, 2012; inhibition, % at 11.9 µM; methionyl-tRNA synthetase (Trypanosoma brucei brucei); purified T. brucei MetRS, ATP depletion, Kinase-Glo luminescence; 360,000 compounds, 0.4% hits;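 active means inhibition above a per-plate cutoff of the control wells' mean inhibition plus 3 SD, cut at about 5.5% in these data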;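 further: 0% = DMSO wells median and 100% = median of wells with control inhibitor compound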
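Assay system: T. brucei methionyl-tRNA synthetase, purified | Medium: HEPES buffer with MgCl2, KCl, DTT, spermine, BSA, pyrophosphatase | Compound: 11.9 µM single point | Incubation: 15 min enzyme-compound preincubation, 2 h reaction, 10 min detection, 25 °C | Measured by: Kinase-Glo luciferase luminescence reporting remaining unconsumed ATP | Measure: % inhibition normalized to control-well medians | Replication: Singlicate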
* = called active by the depositor; / = no result given. Only part of the results is shown; count on the stated rates, not on these rows.

Results follow in this order: Scp-1 inhibitor | Tb MetRS inh
CC1=C(C(=O)OCc2ccccc2)C(c2ccc(Cl)cc2)NC(=O)N1CCCC(=O)O (stereo not drawn)
 : -5 | /
O=C(O)C1CCCCC1C(=O)Nc1cc(Cl)ccc1Cl (stereo not drawn)
 : -9 | /
Cc1[nH]c2ccccc2c1C(=O)CN1CC(C)OC(C)C1 (stereo not drawn)
 : -9 | /
O=C(Nc1ccc(Cl)cc1)Nc1ccc(Cl)c(Cl)c1
 : -11 | /
O=C(O)CSc1nnc(COc2cccc3cccnc23)n1-c1cccc(C(F)(F)F)c1
 : 8 | /
CCOC(=O)c1ccc(NC(=O)c2c(NCc3ccccc3)[nH]c(=O)[nH]c2=O)cc1
 : -12 | /
CS(=O)(=O)N1c2ccccc2[C@]2([C@@]34C[C@H]5C(=O)N[C@@H](Cc6ccccc6)C(=O)N5[C@@H]3N(S(C)(=O)=O)c3ccccc34)C[C@H]3C(=O)N[C@@H](Cc4ccccc4)C(=O)N3[C@H]12
 : 4 | /
CCOC(=O)C1=C(c2ccc(OC)cc2)C(=O)c2ccccc2C1=O
 : -10 | /
CN1CCCC1CCNc1ccc2oc3ccccc3c(=O)c2c1 (stereo not drawn)
 : -1 | /
N/C(=N\OCc1ccc([N+](=O)[O-])cc1)c1ccccn1
 : -6 | /
CCn1c(SCC(=O)Nc2nc3ccccc3s2)nc2c(c1=O)SC(C)C2 (stereo not drawn)
 : -5 | /
Cn1c(=O)c2c(nc(CN3CCN(c4ccccc4)CC3)n2CCCc2ccccc2)n(C)c1=O
 : -7 | /
Cc1ccc(S(=O)(=O)N2CCN(C(=O)Cn3nc(C(=O)O)c4ccccc4c3=O)CC2)cc1
 : -2 | /
CN1CCN(Cc2c(O)ccc3cc(Br)ccc23)CC1
 : -2 | /
COc1cccc([C@@H]2Oc3ccc(OC)cc3C(=O)[C@H]2OC(=O)Nc2cc(OC)c(OC)c(OC)c2)c1
 : -18 | /
Cc1ccccc1N1C(N)=NC(N)=NC1(C)C
 : -7 | -1.1
CC(C)(C)n1ncc2c(=O)n(CC(=O)N3CCN(c4ccccc4)CC3)cnc21
 : 6 | -0.3
Cc1cc(C)c(S(=O)(=O)N(C)CC(=O)NCc2ccccn2)c(C)c1
 : -8 | 0.3
Clc1ccc(Cn2ncc3c(N4CCCCC4)ncnc32)c(Cl)c1
 : -1 | -0.1
Nc1ccc(Oc2ccc3nc(-c4ccccc4)c(-c4ccccc4)nc3c2)cc1
 : 6 | -1.2
Cc1ccc(S(=O)(=O)CCC(=O)OCC(=O)c2c(C)[nH]c3ccccc23)cc1
 : -10 | 1.5
CCN(CC)CCNC(=O)CCCCn1c(=S)[nH]c2c([nH]c3ccc(OC)cc32)c1=O
 : -4 | -0.4
COCCNc1nc2sc3c(c2c(=O)n1Cc1ccco1)CCCCC3
 : -7 | -0.5

Structural class, the compounds so far with four or more nitrogen atoms (eleven)
Results follow in this order: Scp-1 inhibitor | Tb MetRS inh
O=C(O)CSc1nnc(COc2cccc3cccnc23)n1-c1cccc(C(F)(F)F)c1
 : 8 | /
CCOC(=O)c1ccc(NC(=O)c2c(NCc3ccccc3)[nH]c(=O)[nH]c2=O)cc1
 : -12 | /
CS(=O)(=O)N1c2ccccc2[C@]2([C@@]34C[C@H]5C(=O)N[C@@H](Cc6ccccc6)C(=O)N5[C@@H]3N(S(C)(=O)=O)c3ccccc34)C[C@H]3C(=O)N[C@@H](Cc4ccccc4)C(=O)N3[C@H]12
 : 4 | /
N/C(=N\OCc1ccc([N+](=O)[O-])cc1)c1ccccn1
 : -6 | /
CCn1c(SCC(=O)Nc2nc3ccccc3s2)nc2c(c1=O)SC(C)C2 (stereo not drawn)
 : -5 | /
Cn1c(=O)c2c(nc(CN3CCN(c4ccccc4)CC3)n2CCCc2ccccc2)n(C)c1=O
 : -7 | /
Cc1ccc(S(=O)(=O)N2CCN(C(=O)Cn3nc(C(=O)O)c4ccccc4c3=O)CC2)cc1
 : -2 | /
Cc1ccccc1N1C(N)=NC(N)=NC1(C)C
 : -7 | -1.1
CC(C)(C)n1ncc2c(=O)n(CC(=O)N3CCN(c4ccccc4)CC3)cnc21
 : 6 | -0.3
Clc1ccc(Cn2ncc3c(N4CCCCC4)ncnc32)c(Cl)c1
 : -1 | -0.1
CCN(CC)CCNC(=O)CCCCn1c(=S)[nH]c2c([nH]c3ccc(OC)cc32)c1=O
 : -4 | -0.4

Reformatted as labelled records: entries from further up.
CN1CCCC1CCNc1ccc2oc3ccccc3c(=O)c2c1 (stereo not drawn)
- Scp-1 inhibitor: -1
- Tb MetRS inh: /
N/C(=N\OCc1ccc([N+](=O)[O-])cc1)c1ccccn1
- Scp-1 inhibitor: -6
- Tb MetRS inh: /
